# MLL CXXC-DNA inh: MLL CXXC-DNA interaction inhibition; Q03164; MLL-CXXC / FITC-HOXA9 DNA fluorescence polarization; Potency, µM (doses to about 115 µM), inactives show at the top dose activity change, negative = inhibition, most hits filed as inhibitors; 0.037% of 290,000 active; active = well fitted inhibition curve with a large enough effect in the polarisation, with a control signal flat, not every such curve was filed as active; inconclusive = small, poorly fitted or top-dose-only effect, or effect the other way, or a change in a side signal; inactive = no such curve, though single readings can be large or run the other way; the % refers to the polarisation
#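 Purified MLL-CXXC (added from a 7 uM solution) was preincubated 5 min at ambient with pinned compounds in 50 mM Tris-HCl pH 7.5, 50 mM NaCl, 1 mM DTT, 0.05% BSA. Fluorescein-labeled HOX-A9 DNA (50 nM solution) followed, 30 min, then polarization read.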
# MBNL1-CUG inh: inhibitors of human MBNL1 binding to CUG repeat RNA; Q9NR56; TR-FRET MBNL1-His/biotin-(CUG)12 binding, 665/545 ratio; Potency, µM (doses to about 57.5 µM), for the others: top-dose activity change, negative = inhibition, usual class: inhibitors; 0.036% of 280,000 active; active = well fitted inhibition curve with a large enough effect in the signal ratio, with a control signal flat, not every such curve was filed as active; inconclusive = small, poorly fitted or top-dose-only effect, or effect the other way, or a change in a side signal; inactive = no such curve, though single readings can be large or run the other way; the % refers to the signal ratio; also: % is scaled to controls: 0 for no effect and ±100 for the full control effect
# Target sequence (Q9NR56 whole entry, looked up): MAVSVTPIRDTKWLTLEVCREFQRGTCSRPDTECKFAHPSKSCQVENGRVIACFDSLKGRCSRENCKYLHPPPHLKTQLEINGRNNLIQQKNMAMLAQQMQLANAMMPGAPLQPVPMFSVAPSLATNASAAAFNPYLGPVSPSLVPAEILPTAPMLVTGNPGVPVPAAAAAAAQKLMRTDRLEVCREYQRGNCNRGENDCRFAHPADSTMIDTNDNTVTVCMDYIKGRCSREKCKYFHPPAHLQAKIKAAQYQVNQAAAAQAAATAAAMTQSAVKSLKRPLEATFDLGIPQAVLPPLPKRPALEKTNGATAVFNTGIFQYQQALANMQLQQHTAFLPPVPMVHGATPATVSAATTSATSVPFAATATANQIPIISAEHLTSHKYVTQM
#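 Compound titration spanned 92 nM–58 uM against the MBNL1-His/biotin-(CUG)12 complex. After 60 min at room temperature with 5 nM streptavidin-XL665 and 0.055 ng/ul terbium anti-His, ratiometric 665/545 nm emission (Ex 340 nm) normalized to controls.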
# NPC1 promoter act: NPC1 promoter activation. Huh7 NPC1 promoter luciferase reporter, 24 h. Potency, µM (series often up to 9.22 µM), for inactives: at the highest dose activation, hits mostly activators. 2.4% of 320,000 active. AID 485313;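 also: % of control where 0% means no effect; nearly all actives have a fitted effect of over 60% in size; reporter is driven by a mutant NPC1 promoter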
#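 Huh7 cells stably carrying NPC1 promoter–luciferase, plated in Opti-MEM with 10% FBS for 2 h, were exposed to compound in DMSO for 24 h at 37 °C; luciferase reagent was added for 10 min and luminescence read.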
# VP16 counter: counter-screen for ROR gamma inhibitors: Gal4-VP16 reporter | Drosophila S2 Gal4-VP16 UAS-luciferase, luminescence, 20 h | Potency, µM (top dose mostly 53.6 µM), without a hit: top-dose activity, negative = inhibition, actives largely listed as inhibitors | 3.5% of 310,000 active | AID 2546;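 also: Gal4-VP16 expression switched on by copper sulfate through the metallothionein promoter; % is scaled to controls: 0 for no effect and ±100 for the full control effect; nearly all actives have a fitted effect of over 50% in size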
# uPA generation: cell surface uPA generation inhibition; cell surface uPA generation assay, qHTS; Potency, µM (titrated, usually from 38.3 µM), for inactives: at the highest dose activity change, negative = inhibition, actives largely listed as inhibitors; 0.31% of 330,000 active; active = well fitted inhibition curve with a large enough effect; inconclusive = small, poorly fitted or top-dose-only effect; inactive = no such curve, though single readings can be large or run the other way; tested in mouse RAW 264.7 cells; also: % is scaled to controls: 0 for no effect and ±100 for the full control effect; nearly all actives have a fitted effect of over 55% in size
# BRCA1 expr act: increases BRCA1 expression; MCF7-BRCA1-FFLuc reporter, luminescence, 48 h; response scale: scaled: vehicle 0%, 10 µM genistein 100%; Potency, µM (doses to about 46.1 µM), for the others: at the top dose activation, most hits filed as activators; 1.1% of 380,000 active; AID 624202; also: nearly all actives have a fitted effect of over 80% in size; some results filed as inactive show a strong effect at the top dose
#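 Activators of BRCA1 expression were detected as increased firefly luciferase luminescence in engineered MCF7 cells after 48 h compound incubation. Signals were scaled to genistein 10 microM as full activation.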
# FLuc modulator: inhibits or activates purified firefly luciferase, miR-21 counter-screen; purified FLuc, Km substrates, luminescence inhibition; 6.9% of 360,000 active; Potency, µM (titrated, usually from 57.5 µM), without a hit: top-dose activity change, negative = inhibition, actives largely listed as inhibitors;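 also: plate controls were vehicle for no effect and reference inhibitor for full effect; nearly all actives have a fitted effect of over 55% in size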
# Target sequence (P08659 whole entry, looked up): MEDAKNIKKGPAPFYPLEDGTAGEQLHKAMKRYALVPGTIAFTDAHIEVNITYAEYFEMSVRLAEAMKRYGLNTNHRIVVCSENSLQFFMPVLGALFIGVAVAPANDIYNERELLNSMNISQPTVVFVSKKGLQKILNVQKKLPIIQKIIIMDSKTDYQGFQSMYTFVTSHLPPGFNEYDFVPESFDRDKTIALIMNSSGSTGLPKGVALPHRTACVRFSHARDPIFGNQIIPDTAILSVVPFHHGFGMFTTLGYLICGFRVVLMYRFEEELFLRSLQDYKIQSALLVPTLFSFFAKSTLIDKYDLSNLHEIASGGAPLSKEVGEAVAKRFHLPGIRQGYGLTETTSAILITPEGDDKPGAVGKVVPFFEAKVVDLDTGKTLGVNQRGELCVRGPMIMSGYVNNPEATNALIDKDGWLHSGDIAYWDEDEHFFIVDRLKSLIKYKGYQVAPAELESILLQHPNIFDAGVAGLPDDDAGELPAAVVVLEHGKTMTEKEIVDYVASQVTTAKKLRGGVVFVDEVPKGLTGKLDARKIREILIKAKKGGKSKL
#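 Purified P. pyralis luciferase (10nM final) with 10uM D-luciferin and 10uM ATP (Km levels) in 50mM Tris acetate pH 7.5, 10mM Mg acetate, 0.01% Tween-20, 0.05% BSA; qHTS 6-point titration, ~60 µM downward; luminescence read.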
# Rab9 prom act: Rab9 promoter activation. Potency, µM (titrated, usually from 9.22 µM), without a hit: top-dose activation, negative = inhibition, usual class: activators. 2.8% of 320,000 active. Huh7 Rab9 promoter-luciferase reporter, luminescence, 24 h. AID 485297; also: % of control where 0% means no effect; nearly all actives have a fitted effect of over 60% in size
#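 Luciferase signal after 10 min detection reagent at ambient indicates Rab9 promoter upregulation; stably transfected Huh7 cells were treated 24 h with compound in DMSO at 37 °C, 5% CO2.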
# RORg inh: blocks mouse ROR gamma transcriptional activity | AID 2551 | 5.4% of 310,000 active | Potency, µM (series often up to 53.6 µM), inactives show at the top dose activity change, negative = inhibition, most hits filed as inhibitors | Drosophila S2 Gal4-RORgamma UAS-luciferase reporter, 20 h; also: % is scaled to controls: 0 for no effect and ±100 for the full control effect; nearly all actives have a fitted effect of over 60% in size
#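 Stably transfected Drosophila Schneider cells are the test system, with ROR gamma fused to Gal4 and luciferase under UAS control; luminescence is read after 20 hr of 700 uM copper sulfate induction at ambient temperature.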
# p53 reactivator: mutant p53 re-activation in reporter cells; H1299 p53-A138V BP100-luciferase reporter, luminescence, 24 h; Potency, µM (highest dose often 92.2 µM), without a hit: top-dose activity change, positive = activation, most hits filed as activators; 0.063% of 320,000 active; AID 504706; also: % of control where 0% means no effect; nearly all actives have a fitted effect of over 45% in size
#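 p53-null H1299 cells stably carrying temperature-sensitive p53-A138V and a BP100-luciferase reporter were pinned with compounds (4-point, 1:5 series) and held 24 hrs at 37 deg C. Luminescence was read 10 min after detection reagent.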
# ELG1 genotoxic: inducers of genotoxicity in HEK293T ELG1-luciferase cells | HEK293T ELG1-luciferase reporter, luminescence, 16 h | Potency, µM (series often up to 46 µM), without a hit: top-dose activity change, positive = activation, actives largely listed as activators | 1.3% of 330,000 active; also: % of control where 0% means no effect; nearly all actives have a fitted effect of over 60% in size
#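 Cells (2,000/well) expressing the ELG1-luciferase fusion are dosed by pin tool and kept 16 hr at 37 °C, 5% CO2. Signal comes from ONE-Glo luciferase reagent after 30 min at room temperature.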
# The depositor's hits bear a star; ? = inconclusive; / = not tested or not shown; & = joins results of further samples; [ ] = remark or other dose. Unless noted, calls follow the shape of the dose curve; as a rule, active = well fitted curve in the direction sought with a large enough effect; inconclusive = small, poorly fitted or top-dose-only effect, or another doubt; inactive = no such curve, though single readings can be large; an effect the other way counts as inactive or inconclusive. Potency is read from the fitted curve at half-maximal effect.
# Order of values – MLL CXXC-DNA inh	MBNL1-CUG inh	NPC1 promoter act	VP16 counter	uPA generation	BRCA1 expr act	FLuc modulator	Rab9 prom act	RORg inh	p53 reactivator	ELG1 genotoxic
1) COc1ccc(C(=O)Nc2nc3cc4c(cc3s2)OCO4)c(OC)c1
 : -5%	?	0.79µM*	0%	-19%	?	0.43µM*	0.79µM*	26%	1%	?
2) CCOc1ccc2[nH]c3c(=O)n(CCC4=CCCCC4)cnc3c2c1
 : 7%	/	-2%	-6%	4%	-24%	4%	0%	34%	3%	7%
3) Cc1cc(C(=O)NC2CC2)c2ccccc2n1
 : 1%	2%	-5%	-10%	2%	-13%	-2%	-3%	0%	-3%	0%
4) O=C(NNC(=O)c1ccccc1C(=O)O)c1ccc(S(=O)(=O)N2CCCCC2)cc1
 : 3%	3%	1%	16%	0%	6%	4%	3%	-13%	6%	1%
5) Nc1c(S(=O)(=O)c2ccccc2)c2nc3ccccc3nc2n1/N=C/c1ccco1
 : -2%	80%[activator]	-22%	-24%	/	-23%	0%	-13%	-35%	-2%	-1%
6) O=C(COC(=O)CCNS(=O)(=O)c1cccs1)Nc1ccccc1
 : /	/	-4%	/	5%	4%	1%	2%	/	-5%	5%
7) CC1=NN(C(=O)c2ccc(C)cc2)C(O)(C(F)(F)OC(F)(F)F)C1 (stereo not drawn)
 : -7%	-7%	-4%	11µM*	5%	1%	3%	7%	6.3µM*	-1%	1%
8) O=c1cc(CN2CCN(S(=O)(=O)/C=C/c3ccccc3)CC2)c2ccc(O)cc2o1
 : 4%	/	-3%	-1%	2%	-33%	1%	-1%	?	-1%	-6%
9) O=C(Nc1ccc(Br)cc1)c1cccc(S(=O)(=O)Nc2cnc3ccccc3c2)c1
 : 1%	?	-4%	?	-13%	-39%	?	-7%	?	0%	-5%
10) CC(NC(=O)C(=O)N1CCCCC1)C(c1cccs1)N1CCN(Cc2ccccc2)CC1 (stereo not drawn)
 : 7%	-13%	1%	-6%	-26%	3%	2%	2%	-15%	7%	-6%
11) COc1ccc(-c2nnc3ccc(SCC(=O)N4CCCCCC4)nn23)cc1OC
 : 0%	?	1%	-2%	1%	-23%	5%	-4%	-14%	2%	2%
12) Cc1ccc(C(=O)NCC(=O)OC(C)C(=O)NC2CCCCC2C)cc1C (stereo not drawn)
 : /	/	0%	/	2%	25%	?	-2%	/	7%	-1%
13) O=S(=O)(c1cc(Cl)ccc1Cl)n1ccnc1
 : 1%	-6%	-6%	-4%	1%	-1%	-10%	-13%	8%	11%	4%
14) O=C(NC1CCCCCC1)C1CCN(S(=O)(=O)c2cnc[nH]2)CC1
 : 10%	2%	-2%	4%	-6%	-11%	-1%	-6%	35%	-2%	1%
15) CC(C)CCSc1nnc(Cn2c(=O)sc3ccccc32)n1C
 : 13%	-5%	0%	-2%	-6%	6%	-2%	-1%	-18%	7%	3%
16) O=C(NC(Cc1ccccc1)C(=O)O)/C(=C/c1ccc([N+](=O)[O-])cc1)NC(=O)c1ccccc1 (stereo not drawn)
 : 29%	?	0%	-10%	-2%	-12%	-3%	1%	-4%	2%	0%
17) CCN(CC)S(=O)(=O)c1cccc(-c2nnc(SCc3nnc(-c4ccccc4)o3)n2C)c1
 : -18%	7%	0%	4%	4%	-12%	5%	-2%	24%	1%	1%
18) O=C(O)CNS(=O)(=O)c1ccc2[nH]c(=O)c(=O)[nH]c2c1
 : -1%	-4%	-4%	0%	1%	-6%	-2%	10%	1%	0%	3%
19) O=S(=O)(NC1CCN(Cc2ccccc2)CC1)c1cccc(S(=O)(=O)N2CCOCC2)c1
 : 0%	-5%	1%	-4%[0.365 µM]	3%	-23%	2%	-8%	13%	-4%	11%
20) OCCNc1nc(OCC(F)(F)F)nc(N2CCN(C34CC5CC(CC(C5)C3)C4)CC2)n1
 : 8%	0%	1%	9%	0%	-6%	-7%	8%	16%	9%	0%
21) Nc1ccc(-c2nc3c(ccc4ccccc43)[nH]2)cc1
 : 3%	19%	?	?	?	24%	2.4µM*	?	0.89µM*	-5%	?
22) O=c1c([N+](=O)[O-])cc(C(F)(F)F)cn1Cc1cccc(Cl)c1
 : -6%	?	1%	-13%	/	-12%	0%	-1%	26%	9%	0%
23) NC1=NC(c2ccccc2Cl)n2c(nc3ccccc32)N1 (stereo not drawn)
 : -3%	1%	0%	2%	3%	-1%	2%	-11%	-27%	1%	-6%
24) c1ccn2cc(CSC3=NCCS3)nc2c1
 : -13%	7%	?	4%	-6%	6.3µM*	19µM*	?	?	?	?
25) Nc1nonc1-c1nc2ccccc2n1CC(=O)N/N=C\c1ccc(-c2ccc(Cl)cc2)o1
 : 49%[activator]	-10%	-5%	0%	7%	-19%	2%	-3%	-33%	-1%	1%
26) COc1ccc(OC)c(C2C(C#N)=C(N)Oc3c2c(C)nn3-c2cccc(Cl)c2)c1 (stereo not drawn)
 : -22%	-1%	-1%	-7%	/	-8%	3%	-3%	19%	11%	-13%
27) COc1cccc(-n2cc(-c3ccc(F)cc3)[nH]c2=S)c1
 : -4%	20%	1.6µM*	?	-9%	?	?	0.32µM*	1.3µM*	21%	?
28) CC1(Br)C2CCCC1C2S(=O)(=O)c1ccccc1 (stereo not drawn)
 : 11%	1%	-6%	4%	3%	-15%	1%	-3%	-6%	-14%	1%
29) COc1cccc(N2C(=O)CC(NNc3nc4ccccc4s3)C2=O)c1 (stereo not drawn)
 : -4%	-3%	-5%	0%	2%	0%	5%	2%	19%	2%	3%
30) CCOCCCNC(=O)CSc1nc2nc(C)c(Cc3ccccc3)c(C)n2n1
 : 13%	/	-9%	13%	0%	-3%	2%	4%	8%	0%	4%
31) CCN(CC)S(=O)(=O)c1ccc(OC)c(-n2cnnn2)c1
 : -2%	-11%	-3%	5%	-3%	11%	0%&1%	1%	8%	0%	1%
32) O=c1oc2ccccc2n1Cn1c(=O)oc2ccccc21
 : -9%	-2%	-1%	0%	-3%	-21%	-2%	-3%	-26%	1%	4%
33) COc1ccc(C(=O)Oc2ccc(=O)n(-c3ccccc3)n2)cc1
 : 187%[activator]	-4%	-1%	1%	0%	22%	-13%	-5%	4%	-1%	1%
34) O=C(NCc1ccc(F)cc1)C1CCCN(c2cnccn2)C1 (stereo not drawn)
 : -5%	0%	-5%	0%	-9%	12%	0%	-3%	-12%	-4%	-2%
35) COc1cccc(CCC(=O)O)c1OC
 : -7%	5%	3%	-5%	-2%	0%	-1%	-3%	?	3%	-4%
36) CC(C)C(NC(=O)C(Cc1ccccc1)NC(=O)OCc1ccccc1)C(=O)O (stereo not drawn)
 : 4%	-8%	-1%	-3%	-4%	-1%	5%	-10%	-5%	-3%	0%
37) COc1ccc(NC(=O)Cn2nnc(C(=O)NCc3cccc(OC)c3)c2N)cc1
 : -3%	-11%	-1%	-3%	2%	31%	-2%	0%	-18%	-3%	-3%
38) O=C1Nc2ccc(Br)cc2C1(O)c1ccc(F)cc1 (stereo not drawn)
 : -6%	3%	-1%	8%	11%	-1%	2%	-2%[1.84 µM]	-7%	1%	-4%
39) Cc1cccc(C(=O)NC(=S)NNC(=O)c2ccccc2Cl)c1
 : -9%	-2%	0%	?	0%	-50%	3%	2%	4.5µM*	20%	2%
40) Clc1ccccc1-c1nnc2n1-c1ccccc1SC2
 : -10%	-4%	-1%	1%	5%	-22%	-2%	1%	1%	1%	-4%
41) CC(=O)Nc1nnc(COc2ccccc2)s1
 : -3%	-1%	15%	-16%	-6%	96%	?	?	-2%	4%	?
42) COc1ccccc1NC(=O)NCCN1CCNC1=O
 : 8%	/	1%	3%	1%	0%	-2%	-3%	5%	2%	0%
43) CCCOc1ccc(C(=O)NCC(c2cccs2)N(C)C)cc1 (stereo not drawn)
 : -1%	-20%	-4%	-1%	-9%	17%	?	0%	37%	2%	4%
44) Cc1ccc(N2CC(C(=O)NCCN3CCOCC3)CC2=O)cc1 (stereo not drawn)
 : 6%	5%	-3%	0%	0%	6%	1%	-1%	4%	4%	0%
45) CC(=O)Cc1ccccc1OC(=O)c1ccco1
 : 24%	-8%	-1%	2%	2%	-13%	0%	-1%	?	6%	-1%
46) COC(=O)c1cc(S(=O)(=O)N2CCN(Cc3ccccc3)CC2)c[nH]1
 : 26%	-5%	-2%	-29%	2%	-19%	0%	0%	36%	3%	-2%[9.26 µM]
47) O=C(COc1ccccc1)Nc1ccccc1C(=O)NC1CC1
 : /	/	0%	/	1%	0%	0%	1%	/	-4%	-7%
48) COc1cccc2c(=O)cc(C)n(CC(=O)Nc3cccc(C)c3)c12
 : 4%	2%	-5%	11µM*	-13%	-46%	?	-20%	?	-12%	0%

# Only part of the results is shown, so the mix of outcomes need not match the whole.
